# High-throughput results from PubChem BioAssay.
# SKKanGAS inh: SKKanGAS growth inhibition; S. pyogenes SKKanGAS, kanamycin growth, BacTiter-Glo, 6 h; inhibition, % at 7.5 µM; hit rate 1.3% among 300,000;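 active = mean replicate score, as percent of positive control median, at least 50; inconclusive = mean below 50 but one replicate at or above 50; inactive = mean and every replicate below 50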;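 note: strain carries kanamycin resistance gene driven by streptokinase promoter and grows in 40 µg/ml kanamycin; loss of luminescence reflects streptokinase promoter inhibition or plain growth inhibition; 0% = median of DMSO wells and 100% = positive control at its reference dose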
# HSF1 inhib: HSF1 inhibition; NIH3T3-HGL HSE-luciferase, MG132-induced, luminescence 8 h; stronger effect = lower value; activity change, negative = inhibition, % at 7.5 µM (by protocol); hit rate 0.77% among 300,000; AID 2098;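 active = more than half of replicate wells show activity change below -50%, luminescence cut by over half; inconclusive = some wells, but at most half, below -50%; inactive = no replicate well below -50%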;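 note: luciferase reports HSF-1 transcriptional activity via heat shock element; 0% = median of DMSO wells and -100% = zero luminescence signal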
# Platelet DG rel: platelet dense granule release activity. hit rate 0.22% among 300,000. human platelet-rich plasma, SFLLRN dense granule ATP release, luminescence. inhibition, %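 (compounds screened at 7.5 µM in platelet-rich plasma)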;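 active = mean replicate score, as percent of positive control, at or above 50; inconclusive = mean below 50 but at least one replicate at or above 50; inactive = mean and every replicate below 50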
# aSyn UTR inh: 5' untranslated region of α-synuclein, MLPCN primary screen. alpha-synuclein 5'UTR reporter, inhibitor activity. inhibition, % (tested at 7.5 µM). hit rate 0.82% among 300,000; in the data active = inhibition above about 60%; inconclusive = no clear call, values can overlap the other calls;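 note: H4 neuroglioblastoma cells stably carrying SNCA 5'UTR luciferase fusion; 0% = DMSO wells and 100% = positive control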
# HIF activator: HIF pathway transcriptional activation. hit rate 0.32% among 300,000. U2OS HRE-luciferase reporter, luminescence; normalized: DMSO 0%, desferrioxamine 100%. AID 1910. activation, % at 7.5 µM (by protocol);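 active = mean activation of at least 10% of the iron chelator positive control signal, with at least half of replicates also reaching 10%; inconclusive = mean and replicate majority disagree about reaching 10%; inactive = mean and most replicates under 10%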
# HSP90 inh: blocks HSP90-mediated luciferase refolding in reticulocyte lysate | Rabbit reticulocyte lysate, luciferase refolding luminescence, 3 h | inhibition, % at 5.6 µM | hit rate 0.91% among 290,000;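 active = inhibition above the screen-wide mean plus 3 SD, computed separately per campaign, cut at about 16% in these data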;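 note: 0% = DMSO wells and 100% = 60 µM geldanamycin wells; inhibitors lower the luminescence because luciferase stays unfolded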
# AI-2 QS mod: Vibrio harveyi AI-2 quorum sensing modulation | Vibrio harveyi JMH597 AI-2 luminescence/OD600 ratio, 9 h; stronger effect = lower value; strain lacks LuxN and CqsS sensors; 0 = neutral-control median | activity change, % at 7.5 µM | hit rate 0.4% among 300,000 | AID 2094; in the data active = activity change below about -75%, passing the limit was not always enough; inconclusive = no clear call, values can overlap the other calls;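 note: luminescence divided by OD600 gain over 9 h not by final OD600 alone; inactives centre near 13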
# HSF-1 act: increases HSF-1 driven luciferase reporter signal; NIH3T3-HGL HSF-1 luciferase reporter, MG132, 8 h; 100% = twice DMSO control signal; AID 504408; activation, % at 9 µM; hit rate 1.7% among 300,000;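 active = mean replicate activation of at least 50% with a set share of replicates each reaching 50%; inconclusive = only one of those two conditions met; inactive = mean below 50% and too few replicates reaching it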;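 note: 0% = median of the neutral control wells and 100% = twice that signal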
# IEC-6 tox: counter-screen for KLF5 inhibitors: cytotoxicity in IEC-6 cells | IEC-6 cytotoxicity, luminescence viability | inhibition, % at 5 µM | hit rate 0.78% among 290,000 | AID 1825; in the data active = inhibition above about 22%;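 note: 0% = plate median of test compound wells and 100% = cytotoxic reference compound wells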
# KLF5 inh: kruppel-like factor 5 inhibition. DLD-1 KLF5 promoter-luciferase reporter, luminescence. inhibition, % at 5 µM. hit rate 0.23% among 290,000;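 active = inhibition above a per-plate limit of that plate's mean compound inhibition plus 3 SD, cut at about 60% in these data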;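 note: 0% = DMSO wells and 100% = LY294002 at 200 µM; higher means less KLF5 promoter-driven luciferase light; inactives centre near -14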
# * = called active by the depositor; u = inconclusive; x = not tested or not shown. This is a random part of the collection. Share with any hit: about 6%.
compound,SKKanGAS inh,HSF1 inhib,Platelet DG rel,aSyn UTR inh,HIF activator,HSP90 inh,AI-2 QS mod,HSF-1 act,IEC-6 tox,KLF5 inh
Cc1nc(-c2ccc(S(=O)(=O)Nc3ccccc3C)cc2)co1,-9,3,5,-11,0.0,4,-4,35,-10,-8
O=C(Nc1c2n(c(=S)n(-c3ccccc3)c1=O)CCCCC2)c1ccccc1,-9,-2,-15,3,0.3,0,22,22,-9,-50
O=C(NCc1ccccc1Cl)C1CCN(S(=O)(=O)c2ccc(F)cc2)CC1,7,-3,2,1,0.0,-2,24,2,-3,-17
N#Cc1ccc(S(=O)(=O)NC2CC2)cc1,-1,1,5,10,-1.0,-3,24,-16,-9,-32
Cc1ccc2nc(-c3cccc(Br)c3)cc(C(=O)NC3CC3)c2c1,-6,-6,4,-22,0.1,-5,30,-8,10,-9
COCCCNC(=O)CN(Cc1ccccc1)S(=O)(=O)c1ccccc1,0,5,3,8,-0.4,3,-8,19,0,-22
O=C(Cc1csc(Nc2nc(=S)[nH]c3ccccc23)n1)NCc1ccc(Cl)cc1,-12,2,-9,-28,-0.3,-3,-26,-1,5,-23
COc1ccccc1-c1nnc(Nc2nc3c(OC)cccc3s2)o1,91*,125,10,81*,4.6,1,23,214*,69*,59
CC1(C)Cc2c(C#N)c(NCCN3CCOCC3)nc(-c3ccccc3)c2CO1,1,-1,5,13,-0.3,-5,-5,2,-7,-41
CC(=O)NC(Nc1c(C)n(C)n(-c2ccccc2)c1=O)C(Cl)(Cl)Cl (stereo unspecified),1,-3,-1,8,-0.3,3,42,-9,3,1
O=C(c1ccc[nH]c1=S)N1CCN(S(=O)(=O)c2ccc(Br)cc2Cl)CC1,0,16,-4,-5,0.8,1,5,58*,-4,7
O=C(CN1CCCC1)N1CCCC(c2ccc(F)cc2)c2ccc(F)cc21 (stereo unspecified),0,-9,-8,-16,-0.3,6,7,-9,-2,-5
CCCn1c(C(CO)Nc2nc(C)cs2)nc2ccccc21 (stereo unspecified),0,-7,4,-1,0.0,-6,11,-10,-4,-9
Cc1ccc2cc3cc(C(=O)N4CCCCCC4)oc3nc2c1,-2,7,4,-30,3.2,11,40,23,-3,-119
Cc1ccc2c(c1)C(=O)N(CCCCO)C2=O,8,0,1,15,3.5,7,6,3,-1,-48
C=CCn1c(SCC(=O)N2CCCCCC2)nc2ccccc2c1=O,-5,-5,-1,-9,-1.0,-2,12,-12,-6,-12
Cc1cc(=O)[nH]c(SCC(=O)NCCOc2ccccc2)n1,-1,-8,-13,-9,-0.2,2,16,-6,4,4
Cc1ccc(S(=O)(=O)NCC(=O)N(CC(=O)NC(C)(C)C)Cc2ccc3c(c2)OCO3)cc1,1,5,1,7,0.1,-1,9,26,0,-34
Cc1ccc(-c2nc(CS(=O)CC(=O)NCCN3CCCCC3C)c(C)o2)cc1 (stereo unspecified),-1,-3,-9,29,0.2,-6,7,1,-2,-17
COc1ccccc1C1=NNC(=Nc2cccc(S(=O)(=O)N(C)C)c2)SC1,8,-43,3,-11,0.3,0,42,-44,2,1
Cc1ccc(-n2nnnc2SCC(=O)Nc2c(C)n(C)n(-c3ccccc3)c2=O)cc1,4,3,9,1,0.2,3,22,17,-7,-23
COc1ccc(C2OC(=O)CC2C(=O)NC2CCCC(C)C2C)cc1OC (stereo unspecified),5,-3,2,-21,-0.1,0,8,4,2,2
CN(C)S(=O)(=O)c1ccc(/C(O)=C2/C(=O)C(=O)N(CCCN3CCOCC3)C2c2ccncc2)cc1 (stereo unspecified),-22,2,-3,-3,0.6,x,9,-17,x,x
O=C(Nc1nccs1)NC1CCCCC1,-2,-8,1,-13,1.4,0,13,-5,-2,-50
Cc1ccc(-n2c3nc(=O)[nH]c(=O)c-3cc3cc([N+](=O)[O-])ccc32)cc1,-1,x,-6,-2,x,3,40,x,-1,-1
CCC(=O)n1nc(-c2cccnc2)nc1NCc1ccc(OC)cc1,-3,7,0,-10,-0.1,-1,5,-5,3,-5
Cc1cccc(C(=O)NCCCn2ccnc2)c1C,0,-2,-3,-19,0.9,4,0,-6,3,-6
CCCNS(=O)(=O)c1cc(CN2C(=O)c3cccnc3C2=O)ccc1OC,3,-8,10,11,1.0,-3,8,4,-3,-1
COc1ccc(C(=O)C2CCCN(C(=O)c3cc(C4CC4)[nH]n3)C2)c(C)c1 (stereo unspecified),0,5,7,-14,0.6,2,8,-19,-3,-3
Cc1ccc(O)c(C(=O)c2cnc3c(c2)c(=O)n(C)c(=O)n3C)c1,-2,3,3,18,0.0,0,14,26,-9,5
O=C1CN2C(=N1)N(Cc1ccccc1)c1ccccc12,5,7,1,-11,-0.5,1,7,-1,4,6
CC1CCN(C(=O)CCCC(=O)O)CC1,23,-4,0,9,-0.3,-1,16,-1,-6,-40
Cc1ccc(C)c(N2CCN(C(=O)c3ccc4nc(-c5ccco5)c(-c5ccco5)nc4c3)CC2)c1,30,-5,5,21,-0.1,4,37,-3,-1,7
COc1ccc(Cl)cc1NC(=O)c1cc(-c2ccco2)on1,-4,-3,-12,1,0.1,-2,13,-1,-1,-9
CC(C)C(=O)Nc1ccc(NC(=O)CCc2ccccc2)cn1,-2,-7,-3,46,0.3,-3,27,-13,-2,-16
CC(=O)Nc1ccc(S(=O)(=O)Nc2cc3c(cc2C(C)=O)OCO3)cc1,0,-2,-1,3,0.1,-5,x,-20,4,6
Cc1ccc(CCC(=O)Nc2ccc([N+](=O)[O-])cc2Cl)o1,-1,9,-1,-10,0.3,-4,13,15,-2,-10
CCCCc1cc(=O)oc2cc(C)cc(OC(C)C(=O)NCc3cccnc3)c12 (stereo unspecified),-7,-7,0,20,-1.1,5,14,-10,0,-10
CCOC(=O)Cc1csc(N/N=C/c2ccc(C(F)(F)F)cc2)n1,-6,-8,-8,49,-1.2,1,1,1,4,11
N#CC1=C2SCN(Cc3ccccc3)CN2C(=O)CC1c1cccs1 (stereo unspecified),-2,-2,-5,-9,-0.1,1,3,5,-1,-24
COc1ccc(NC(=O)CN2CCN(S(=O)(=O)c3ccc(C(C)C)cc3)CC2)cc1OC,-13,0,3,14,-0.5,0,4,24,-3,-27
Cc1nc(-c2ccc(Cl)cc2)sc1C1(C)CC(c2cccc(Cl)c2)=NO1 (stereo unspecified),12,0,-2,-33,-5.8,0,19,-12,-2,-43
Cn1cc(S(=O)(=O)N2CCc3ccccc32)cc1C(=O)NC1CCCCC1,-4,8,-1,10,-0.4,-4,1,0,1,-31
CCCCNC(=S)N(C)/N=C/c1sc(N2CCCCC2)nc1-c1cccs1,-4,12,8,-6,0.1,5,5,3,2,-18
N=C1C(c2nc3ccccc3[nH]2)=C(O)CN1C1CCCCC1,11,23,-2,-116,2.5,-2,0,30,0,-58
Cc1cc(C)c(N=Cc2c(O)c3ccccc3oc2=O)c(C)c1,6,9,-5,-28,-5.6,-4,-1,6,-8,-63
O=C(NCCNC(=O)c1cc(OCC(F)(F)F)ccc1OCC(F)(F)F)Nc1cccc(C(F)(F)F)c1,2,8,4,-1,-0.6,-1,27,9,9,-30
CN(Cc1ccccc1)C(=O)Cn1c(=O)c2cccn2c2cccnc21,-11,-3,3,11,-0.1,-3,15,7,1,-20
CCOc1cccc(C(=O)Nc2nc(-c3ccc(S(=O)(=O)N4CCOCC4)cc3)cs2)c1,3,-28,1,16,-0.7,9,12,-33,1,-1
CCCOc1ccc(-c2csc(NC(=O)CN3C(=O)CCC3=O)n2)cc1,2,-4,6,-16,0.0,-3,10,10,-5,-11
CCN(CC)CP(=O)(c1ccccc1)c1ccccc1,-3,-7,0,1,0.0,3,-1,-12,4,-22
O=C(Nc1nnc(S(=O)(=O)N2CCCCCC2)s1)c1ccccc1Cl,18,-70*,18,12,-0.1,0,12,-78,6,-9
O=C(CP(=O)(c1ccccc1)c1ccccc1)Nc1nc2ccc(Cl)cc2s1,-1,-1,-20,-26,-0.4,0,39,-3,1,-18
Cc1cccc(C)c1NC(=O)C(c1cccc([N+](=O)[O-])c1)N(C)C(=O)c1ccccn1 (stereo unspecified),-9,0,-13,-3,0.0,3,18,7,-5,-16
COCCN1C(=O)Cc2c1nc(N)c1c(N)nc(N3CCN(c4ccc(F)cc4)CC3)c(C#N)c21,12,-1,-3,8,-0.4,3,25,3,-8,-3
COC(=O)C(Cc1ccccc1)P(=O)(c1ccccc1)c1ccccc1 (stereo unspecified),-4,4,11,-16,-0.4,-6,12,4,-1,-9
COc1cccc(Cn2cnc3c(NS(=O)(=O)c4cccc(Cl)c4Cl)c(C)c(C)cc32)c1,17,-1,6,1,-1.2,10,40,22,-4,-15
O=C(CCN1CCCCCC1)Nc1cccc(Cl)c1,0,-6,7,2,-0.1,2,10,-3,6,-3
O=C(COc1ccc(C(=S)N2CCC(Cc3ccccc3)CC2)cc1)N1CCOCC1,6,-2,-6,-9,-1.0,3,8,18,2,1
Cc1cccc(OCC(O)Cn2c(=N)n(Cc3ccccc3)c3ccccc32)c1 (stereo unspecified),1,-6,-6,9,-0.4,3,24,4,5,-32

# (listing goes on)
compound,SKKanGAS inh,HSF1 inhib,Platelet DG rel,aSyn UTR inh,HIF activator,HSP90 inh,AI-2 QS mod,HSF-1 act,IEC-6 tox,KLF5 inh
Cc1cc(NS(=O)(=O)c2ccc(NS(=O)(=O)c3ccc(CC(C)C)cc3)cc2)nc(C)n1,19,9,-2,2,0.5,0,39,32,-3,-27
O=C(C1CC(c2ccccc2O)=NO1)N1CCc2ccccc2C1 (stereo unspecified),4,7,1,-36,x,-2,4,22,-5,-56
Cc1ccc(O)c(NC(=O)CSc2ccc(Cl)cc2)c1,22,112,-4,-177,1.1,0,-87*,162*,1,-34
O=[N+]([O-])c1ccccc1S(=O)(=O)Nc1cccnc1,-1,-2,3,-3,-1.4,0,22,-9,-3,-13
CC(=O)NC(c1ccc(C)cc1)c1cc(Cl)c2cccnc2c1O (stereo unspecified),98*,-83*,-4,u,9.8*,10,-50,-85,94*,64*
O=C(NCc1ccccc1Cl)NCc1ccccc1Cl,7,12,-8,-44,0.5,-2,1,3,-2,-33
Cc1cccc(C)c1N(CC(=O)N1CCOCC1)S(C)(=O)=O,0,-4,-3,9,-2.0,-3,15,-1,-4,-8
CCOc1ccc(N(Cc2cc3ccc(C)cc3[nH]c2=O)S(=O)(=O)c2ccccc2)cc1,16,6,-5,-35,x,3,25,9,22*,25
Cc1c(Br)c([N+](=O)[O-])nn1CC(=O)Nc1c(C)n(C)n(-c2ccccc2)c1=O,-8,2,-4,3,-0.1,3,-5,3,-7,-15
COc1cccc(CNS(=O)(=O)c2cn(C)cn2)c1,0,0,-6,-1,-1.1,1,25,-4,2,-12
COC(=O)c1cc(S(=O)(=O)NCc2ccc3c(c2)OCO3)c[nH]1,-6,0,-15,18,0.0,-2,31,-5,-4,1
O=C(N=Nc1c(O)[nH]c2ccccc12)c1cc(-c2cccs2)[nH]n1,12,5,1,-21,0.3,5,17,-6,5,4
